BioA inh = blocks M. tuberculosis BioA enzyme activity. purified M. tuberculosis BioA enzyme, plate reader. AID 602481. 0.096% of 360,000 active. inhibition, % at 9.99 µM; in the data active means inhibition above about 40%
* = called active by the depositor. A portion of the library, so the mix of outcomes need not match the whole.

SMILES	BioA inh
C[C@@H]1CN([C@@H](C)CO)C(=O)c2cc(C3=CCCCC3)cnc2O[C@@H]1CN(C)C(=O)Nc1ccc(F)cc1	2.1
CN1C(=O)c2cc(NC(=O)C3CCOCC3)ccc2OC[C@H]2O[C@@H](CC(=O)NCC3CC3)CC[C@H]21	-1.8
C[C@@H]1CN([C@H](C)CO)C(=O)c2cccc(NC(=O)c3ccc(-c4nccs4)cc3)c2O[C@H]1CN(C)C	1.6
C[C@H](CO)N1C[C@H](C)[C@@H](CN(C)Cc2ccc(Cl)c(Cl)c2)Oc2ccc(NS(=O)(=O)c3ccccc3)cc2C1=O	3.8
CN(C)C(=O)C[C@H]1C[C@@H]2c3cc(NS(=O)(=O)c4ccccc4)ccc3O[C@@H]2[C@@H](CO)O1	17
C[C@@H]1CN([C@H](C)CO)C(=O)c2c(c3ccccc3n2C)-c2ccccc2CO[C@@H]1CN(C)S(C)(=O)=O	1.3
C[C@@H]1CCCCO[C@@H](CN(C)C(=O)Nc2cccc3ccccc23)[C@H](C)CN([C@H](C)CO)C(=O)c2cc(NC(=O)NC3CCCCC3)ccc2O1	0.2
CCCC(=O)Nc1ccc2c(c1)C(=O)N(C)[C@@H]1CC[C@@H](CC(=O)NCc3ccccc3)O[C@H]1CO2	9.7
CN1C(=O)c2cc(NC(=O)c3ccc(F)c(F)c3)ccc2OC[C@H]2O[C@H](CC(=O)N[C@@H]3CCN(Cc4ccccc4)C3)CC[C@H]21	0.3
C[C@@H]1CCCCO[C@H](CN(C)Cc2ccc3c(c2)OCO3)[C@@H](C)CN([C@H](C)CO)C(=O)c2cc(NC(=O)Nc3ccc(F)cc3)ccc2O1	-0.1
Cc1ccccc1S(=O)(=O)N1[C@H](CO)[C@@H](c2ccc(-c3ccccc3)cc2)[C@@H]1C#N	-1.3
O=C(Cc1ccncc1)NCC[C@H]1CC[C@@H](NS(=O)(=O)c2ccccc2Cl)[C@@H](CO)O1	0.8
COc1ccc(CNC(=O)C[C@H]2C=C[C@H](NC(=O)c3cccc(F)c3)[C@@H](CO)O2)cc1	-0.4
C[C@H](CO)N1C[C@H](C)[C@@H](CN(C)Cc2ccc(C(=O)O)cc2)Oc2ncc(-c3ccccc3)cc2C1=O	1.6
C[C@H](CO)N1C[C@H](C)[C@@H](CN(C)Cc2ccc(-c3ccccc3)cc2)Oc2ccc(NC(=O)C3CCCCC3)cc2CC1=O	-3.9
C[C@@H]1CN([C@H](C)CO)C(=O)c2cc(NC(=O)CCC(F)(F)F)ccc2O[C@@H](C)CCCCO[C@@H]1CN(C)C	-1.7
Cc1noc(C)c1NC(=O)N(C)C[C@@H]1Oc2ccc(NC(=O)Nc3cccc4ccccc34)cc2CC(=O)N([C@@H](C)CO)C[C@@H]1C	1.2
O=C(CCN1CCCCC1)N[C@@H]1CC[C@@H](CCNC(=O)c2cc(Cl)cc(Cl)c2)O[C@H]1CO	-0.7
CCCN(C)C[C@H]1Oc2ncc(C#Cc3ccc(OC)cc3)cc2C(=O)N([C@H](C)CO)C[C@H]1C	6.9
C[C@@H]1CN([C@@H](C)CO)C(=O)c2cc(C#CCc3ccccc3)cnc2O[C@@H]1CN(C)Cc1cccnc1	-1.4
Cc1noc(C)c1NC(=O)N(C)C[C@H]1OCCCC[C@H](C)Oc2ccc(NS(=O)(=O)c3ccccc3)cc2C(=O)N([C@@H](C)CO)C[C@H]1C	-3.5
COc1ccccc1C#Cc1ccc([C@@H]2[C@@H](CO)N3CCCCN(C(=O)C4CCCC4)C[C@H]23)cc1	-1.1
CCCC(=O)Nc1ccc2c(c1)C(=O)N(C)C[C@H](OC)[C@H](C)CN(C)[C@@H](C)CO2	1.0
Cc1noc(C)c1NC(=O)Nc1ccc2c(c1)C(=O)N([C@H](C)CO)C[C@H](C)[C@H](CN(C)Cc1ccc(C(F)(F)F)cc1)O2	2.3
COc1ccc(CN(C)C[C@@H]2Oc3ccc(NS(=O)(=O)c4cn(C)cn4)cc3C(=O)N([C@@H](C)CO)C[C@H]2C)cc1	-0.3
O=C(C[C@@H]1CC[C@@H](NS(=O)(=O)c2ccccc2F)[C@H](CO)O1)NCCCN1CCOCC1	-2.6
C[C@@H]1CN([C@H](C)CO)C(=O)Cc2cc(NS(=O)(=O)c3cn(C)cn3)ccc2O[C@H]1CN(C)Cc1ccc(C(F)(F)F)cc1	2.3
Cc1noc(C)c1NC(=O)N[C@H]1CC[C@@H](CC(=O)N2CCCCC2)O[C@@H]1CO	5.9
C[C@@H]1CN([C@H](C)CO)C(=O)c2cc(-c3ccccc3F)cnc2O[C@@H]1CN(C)C	-1.0
C[C@H](CO)N1C[C@H](C)[C@@H](CN(C)C(=O)OCc2ccccc2)OCc2cnnn2CCCC1=O	-0.2
O=C(Cc1ccccc1)N1CCCCN2[C@H](CO)[C@@H](c3ccc(-c4ccccc4)cc3)[C@H]2C1	14
C[C@@H]1CN([C@@H](C)CO)C(=O)c2cc(Br)cnc2O[C@@H]1CN(C)C(=O)C1CCOCC1	-1.2
CN(C)C(=O)C[C@@H]1CC[C@H]2[C@@H](COC[C@H](O)CN2CC2CC2)O1	-1.9
O=C(C[C@H]1CC[C@@H](NC(=O)Nc2ccc3c(c2)OCO3)[C@@H](CO)O1)NCc1ccc(F)cc1	-2.5
C[C@H]1CN([C@@H](C)CO)C(=O)c2cccc(NC(=O)Nc3ccc4c(c3)OCO4)c2O[C@@H]1CN(C)Cc1ccc(C(F)(F)F)cc1	-1.9
CCN(C)C[C@@H]1Oc2cc(C#CCC3CCCC3)ccc2S(=O)(=O)N([C@@H](C)CO)C[C@H]1C	-0.9

Among those listed so far, 11 contain sulfur.
SMILES	BioA inh
C[C@@H]1CN([C@H](C)CO)C(=O)c2cccc(NC(=O)c3ccc(-c4nccs4)cc3)c2O[C@H]1CN(C)C	1.6
C[C@H](CO)N1C[C@H](C)[C@@H](CN(C)Cc2ccc(Cl)c(Cl)c2)Oc2ccc(NS(=O)(=O)c3ccccc3)cc2C1=O	3.8
CN(C)C(=O)C[C@H]1C[C@@H]2c3cc(NS(=O)(=O)c4ccccc4)ccc3O[C@@H]2[C@@H](CO)O1	17
C[C@@H]1CN([C@H](C)CO)C(=O)c2c(c3ccccc3n2C)-c2ccccc2CO[C@@H]1CN(C)S(C)(=O)=O	1.3
Cc1ccccc1S(=O)(=O)N1[C@H](CO)[C@@H](c2ccc(-c3ccccc3)cc2)[C@@H]1C#N	-1.3
O=C(Cc1ccncc1)NCC[C@H]1CC[C@@H](NS(=O)(=O)c2ccccc2Cl)[C@@H](CO)O1	0.8
Cc1noc(C)c1NC(=O)N(C)C[C@H]1OCCCC[C@H](C)Oc2ccc(NS(=O)(=O)c3ccccc3)cc2C(=O)N([C@@H](C)CO)C[C@H]1C	-3.5
COc1ccc(CN(C)C[C@@H]2Oc3ccc(NS(=O)(=O)c4cn(C)cn4)cc3C(=O)N([C@@H](C)CO)C[C@H]2C)cc1	-0.3
O=C(C[C@@H]1CC[C@@H](NS(=O)(=O)c2ccccc2F)[C@H](CO)O1)NCCCN1CCOCC1	-2.6
C[C@@H]1CN([C@H](C)CO)C(=O)Cc2cc(NS(=O)(=O)c3cn(C)cn3)ccc2O[C@H]1CN(C)Cc1ccc(C(F)(F)F)cc1	2.3
CCN(C)C[C@@H]1Oc2cc(C#CCC3CCCC3)ccc2S(=O)(=O)N([C@@H](C)CO)C[C@H]1C	-0.9

Later entries
SMILES	BioA inh
C[C@H](CO)N1C[C@H](C)[C@@H](CN(C)S(=O)(=O)c2cccc(F)c2)Oc2cc(C#CCN(C)C)ccc2S1(=O)=O	5.1
O=C(C[C@H]1C[C@@H]2c3cc(NC(=O)Cc4ccncc4)ccc3O[C@@H]2[C@H](CO)O1)NCc1cccnc1	-4.3
O=C(Nc1cccc(F)c1)N1CCCCN2[C@@H](CO)[C@@H](c3ccc(-c4ccncc4)cc3)[C@@H]2C1	-3.8
COCC(=O)N1C[C@H](C)[C@H](OC)CN(C)C(=O)c2cc(NS(C)(=O)=O)ccc2OC[C@@H]1C	-1.1
COCC(=O)N(C)C[C@H]1Oc2ncc(-c3ccccc3C)cc2C(=O)N([C@@H](C)CO)C[C@H]1C	0.2
Cc1noc(C)c1NC(=O)Nc1ccc2c(c1)C(=O)N([C@H](C)CO)C[C@H](C)[C@H](CN(C)C(=O)C1CCCCC1)OCCCC[C@H](C)O2	0.1
C[C@H](CO)N1C[C@H](C)[C@@H](CN(C)S(=O)(=O)c2cn(C)cn2)Oc2ccc(NC(=O)CCN3CCOCC3)cc2C1=O	-2.3
C[C@H]1CN([C@@H](C)CO)C(=O)c2cc(Br)cnc2O[C@@H]1CN(C)C(=O)c1ccccn1	4.6
COc1ccc(NC(=O)Nc2cccc3c2O[C@H](CN(C)C(=O)Nc2ccc(C(F)(F)F)cc2)[C@@H](C)CN([C@@H](C)CO)C3=O)cc1	-5.5
C[C@@H]1CCCCO[C@H](CN(C)C(=O)CCCN(C)C)[C@@H](C)CN([C@H](C)CO)C(=O)c2cc(NC(=O)C3CCCCC3)ccc2O1	0.5
C[C@@H]1CN([C@H](C)CO)C(=O)c2cc(C#CC3CC3)cnc2O[C@H]1CN(C)C(=O)Cc1ccccn1	1.3
Cc1noc(C)c1S(=O)(=O)Nc1ccc2c(c1)C(=O)N([C@@H](C)CO)C[C@@H](C)[C@H](CN(C)S(=O)(=O)c1c(C)noc1C)OCCCC[C@H](C)O2	1.6
O=C(NC1CCCCC1)[C@H]1[C@H](CO)[C@H]2Cn3c(cccc3=O)[C@@H]1N2Cc1cccnc1	1.4
CO[C@@H]1CN(C)C(=O)c2cc(NS(=O)(=O)c3ccc(Cl)cc3)ccc2OC[C@H](C)NC[C@H]1C	-1.3
COc1ccc(S(=O)(=O)N[C@@H]2C=C[C@H](CC(=O)NCc3ccccc3F)O[C@@H]2CO)cc1	-1.3
O=C(NCc1ccccc1)[C@@H]1[C@@H](CO)[C@@H]2Cn3c(cccc3=O)[C@@H]2N1Cc1ccccc1F	-0.6
COc1cccc(S(=O)(=O)N[C@@H]2C=C[C@@H](CC(=O)NCc3ccccc3)O[C@@H]2CO)c1	-0.2
COc1cccc(-c2ccc3c(c2)O[C@@H](CN(C)C(=O)C2CCOCC2)[C@@H](C)CN([C@@H](C)CO)S3(=O)=O)c1	2.9
Cc1noc(C)c1NC(=O)N(C)C[C@H]1Oc2ccc(N(C)C)cc2C(=O)N([C@@H](C)CO)C[C@@H]1C	-1.3
C[C@H](CO)N1C[C@H](C)[C@@H](CN(C)C(=O)Nc2ccc(F)cc2)Oc2c(NC(=O)C3CC3)cccc2C1=O	-0.6
COc1ccc(CN(C)C[C@@H]2Oc3ccc(NC(=O)CCC(F)(F)F)cc3CC(=O)N([C@@H](C)CO)C[C@H]2C)cc1	2.4
O=C(N[C@H]1CC[C@@H](CCn2cc(-c3ccccn3)nn2)O[C@H]1CO)c1ccc(F)cc1	-0.4
Cc1nn(C)cc1NC(=O)C[C@H]1CC[C@@H]2[C@@H](COc3ccc(NC(=O)c4cccc(F)c4)cc3C(=O)N2C)O1	27
C[C@@H]1CCCCO[C@H](CN(C)S(C)(=O)=O)[C@@H](C)CN([C@@H](C)CO)C(=O)c2cc(NS(=O)(=O)c3cn(C)cn3)ccc2O1	4.3
Cc1cc(C(=O)Nc2cccc3c2O[C@H](CN(C)Cc2ccc(-c4ccccc4)cc2)[C@H](C)CN([C@H](C)CO)C3=O)n(C)n1	-6.7
COC(=O)C[C@H]1C[C@H]2c3cc(NC(=O)Nc4ccc(C(F)(F)F)cc4)ccc3O[C@H]2[C@H](CO)O1	-0.9
C[C@@H]1CN([C@@H](C)CO)C(=O)c2cc(C#C[C@@H](C)O)cnc2O[C@H]1CN(C)C(=O)c1ccccc1F	1.2
CO[C@@H]1CN(C)C(=O)c2cc(NS(=O)(=O)Cc3ccccc3)ccc2OC[C@@H](C)N(Cc2nccs2)C[C@H]1C	-0.5
COc1ccc(S(=O)(=O)N(C)C[C@@H]2Oc3ccc(NC(=O)CCN4CCOCC4)cc3CC(=O)N([C@H](C)CO)C[C@@H]2C)cc1	-1.1
O=C(Cc1ccncc1)NCC[C@H]1CC[C@@H](NC(=O)C2CCCC2)[C@@H](CO)O1	-3.2
O=C(C[C@H]1C[C@H]2c3cc(NC(=O)Cc4ccncc4)ccc3O[C@H]2[C@@H](CO)O1)NCc1ccccc1	-0.3
O=C(C[C@@H]1C[C@@H]2c3cc(NC(=O)CC4CC4)ccc3O[C@@H]2[C@@H](CO)O1)NCc1ccccn1	0.4
CO[C@H]1CN(C)C(=O)c2cc(NS(=O)(=O)c3ccc(C)cc3)ccc2OC[C@H](C)N(C)C[C@@H]1C	-1.4
COc1cccc(CNC(=O)[C@@H]2[C@@H](CO)[C@@H]3Cn4c(ccc(-c5cccc(OC)c5)c4=O)[C@@H]3N2C)c1	3.1
COC(=O)[C@@]1(Cc2ccccc2CN=[N+]=[N-])N=C(c2ccc(OCCCO)cc2)O[C@H]1c1ccccc1N=[N+]=[N-]	-3.7
COc1ccc(NC(=O)Nc2ccc3c(c2)C(=O)N([C@H](C)CO)C[C@H](C)[C@H](CN(C)C(=O)CCC(F)(F)F)OCCCC[C@H](C)O3)cc1	4.7
COc1ccc(S(=O)(=O)N[C@H]2CC[C@@H](CC(=O)N3CCC(Cc4ccccc4)CC3)O[C@@H]2CO)cc1	1.6
C[C@@H]1CCCCO[C@H](CN(C)Cc2ccc3c(c2)OCO3)[C@@H](C)CN([C@@H](C)CO)C(=O)c2cc(NC(=O)Nc3cccc4ccccc34)ccc2O1	7.5
C[C@@H]1CCCCO[C@@H](CN(C)S(=O)(=O)c2ccc(Cl)cc2)[C@H](C)CN([C@@H](C)CO)C(=O)c2cc(NS(C)(=O)=O)ccc2O1	-0.2
COc1ccc(NC(=O)N(C)C[C@@H]2Oc3ccc(NC(=O)Nc4c(C)noc4C)cc3C(=O)N([C@H](C)CO)C[C@@H]2C)cc1	-1.4
O=C(C[C@@H]1C[C@H]2c3cc(NC(=O)NC4CCCC4)ccc3O[C@H]2[C@@H](CO)O1)NCc1ccccc1	0.3
COc1ccc(S(=O)(=O)N(C)C[C@H]2Oc3ccc(N(C)C)cc3CC(=O)N([C@H](C)CO)C[C@H]2C)cc1	-1.1
OC[C@H]1[C@H](c2ccc(C#CC3CCCC3)cc2)[C@H]2CN(CCC(F)(F)F)CCCCN21	4.4
Cc1ccccc1S(=O)(=O)N1CC[C@@H]2[C@H]1c1cc(-c3ccc(C#N)cc3)ccc1N[C@@H]2CO	-0.9
